# Screens as filed in PubChem.
# ELG1 DNA repair = blocks ELG1-dependent DNA repair in HEK293T cells | Potency, µM (series often up to 46.1 µM), for the others: at the highest dose activity change, negative = inhibition, usual class: inhibitors | AID 504467 | HEK293T ELG1-luciferase reporter, luminescence, 16 h; DNA damage induced by 5-fluorouridine | hit rate 2.3% among 330,000; further: potency means the concentration at half of the fitted maximal effect; on the % scale 0 is the no-effect control and ±100 the full control effect; nearly all actives have a fitted effect of over 55% in size
#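 Quantitative HTS, concentration-response format. 2,000 cells/well co-treated with 5-fluorouridine and compound, 16 hr in 5% CO2 at 37 °C; ONE-Glo luminescence read after 30 min.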
# NPC1 promoter act = NPC1 promoter activation | Huh7 NPC1 promoter luciferase reporter, 24 h | Potency, µM (doses to about 9.22 µM), without a hit: at the highest dose activation, most hits filed as activators | hit rate 2.4% among 320,000 | AID 485313;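 further: potency means the concentration at half of the fitted maximal effect; % of control where 0% means no effect; nearly all actives have a fitted effect of over 60% in size; reporter is driven by a mutant NPC1 promoter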
#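 Stable NPC1-promoter luciferase Huh7 line; cpd (DMSO) 24 h, 37 °C, 5% CO2; Amplite luciferase reagent 10 min RT; luminescence readout. qHTS format.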
# ELG1 genotoxic = induces genotoxicity in HEK293T cells with luciferase-tagged ELG1 | AID 504466 | HEK293T ELG1-luciferase reporter, luminescence, 16 h | hit rate 1.3% among 330,000 | Potency, µM (top dose mostly 46 µM), without a hit: top-dose activity change, positive = activation, most hits filed as activators; further: potency means the concentration at half of the fitted maximal effect; % of control where 0% means no effect; nearly all actives have a fitted effect of over 60% in size
#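 Luminescence read-out: rising ELG1-luciferase signal, reflecting elevated ELG1 protein under genetic stress, flags genotoxic compounds. Cells were treated for 16 hr at 37 °C before ONE-Glo detection.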
# Tb PFK block = inhibitors of T. brucei phosphofructokinase | O15648 | T. brucei PFK, ADP-Glo luminescence | Potency, µM (doses to about 57.5 µM), for inactives: at the highest dose activity, negative = inhibition, most hits filed as inhibitors | hit rate 0.17% among 330,000 | AID 485367;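 further: potency means the concentration at half of the fitted maximal effect; 0% = uninhibited 1x PFK enzyme wells and -100% = no-enzyme wells; nearly all actives have a fitted effect of over 60% in size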
# Target sequence (O15648 whole entry, looked up): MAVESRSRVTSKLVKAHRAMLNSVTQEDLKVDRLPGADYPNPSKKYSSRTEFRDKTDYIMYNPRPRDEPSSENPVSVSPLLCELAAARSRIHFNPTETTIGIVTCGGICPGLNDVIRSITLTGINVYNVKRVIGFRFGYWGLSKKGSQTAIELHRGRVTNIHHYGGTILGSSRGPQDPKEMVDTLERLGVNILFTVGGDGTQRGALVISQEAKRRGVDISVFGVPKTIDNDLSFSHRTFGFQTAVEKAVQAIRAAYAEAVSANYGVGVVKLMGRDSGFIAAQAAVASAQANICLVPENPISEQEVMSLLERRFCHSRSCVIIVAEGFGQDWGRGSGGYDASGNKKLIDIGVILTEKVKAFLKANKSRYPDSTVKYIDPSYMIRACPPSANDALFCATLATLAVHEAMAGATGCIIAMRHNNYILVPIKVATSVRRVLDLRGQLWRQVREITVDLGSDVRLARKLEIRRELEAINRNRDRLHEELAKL
#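 Activity is normalized to no-enzyme wells (full inhibition) and 1.25 nM enzyme wells (no inhibition). Reaction: 0.5 mM F6P, 0.1 mM ATP, 45 min RT, ADP-Glo luminescence; concentration-response curves fitted and classed by quality.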
# p53 reactivator = re-activators of mutant p53; H1299 p53-A138V BP100-luciferase reporter, luminescence, 24 h; Potency, µM (series often up to 92.2 µM), without a hit: top-dose activity change, positive = activation, usual class: activators; hit rate 0.063% among 320,000; AID 504706; further: potency means the concentration at half of the fitted maximal effect; % of control where 0% means no effect; nearly all actives have a fitted effect of over 45% in size
#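 p53-null H1299 cells stably carrying temperature-sensitive p53-A138V and a BP100-luciferase reporter were pinned with compounds (4-point, 1:5 series) and held 24 hrs at 37 deg C. Luminescence was read 10 min after detection reagent.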
# RORg inh = ROR gamma (mouse) transcription inhibition. AID 2551. Potency, µM (top dose mostly 53.6 µM), without a hit: top-dose activity change, negative = inhibition, actives largely listed as inhibitors. hit rate 5.4% among 310,000. P51450. Drosophila S2 Gal4-RORgamma UAS-luciferase reporter, 20 h; further: potency means the concentration at half of the fitted maximal effect; on the % scale 0 is the no-effect control and ±100 the full control effect; nearly all actives have a fitted effect of over 60% in size
#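 Luciferase reporter read in Schneider cells carrying Gal4-RORγ (mouse) and UAS-Photinus luciferase; cells given compound 1 h before 700 uM copper sulfate induction, then incubated 20 h at ambient temperature.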
# TRPV1 agonist = activates the human vanilloid receptor TRPV1; activation, % at 8.33 µM; hit rate 0.19% among 320,000; TRPV1-expressing cells, Fluo-8 calcium influx, agonist mode; in the data active means activation above about 80%; inconclusive means between about 30% and that limit; further: 0% is about no effect
#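 Cells expressing TRPV1 were dye-loaded with Fluo-8 and read kinetically: 10 s baseline, 3 min after compound (agonist portion), then 2 min after EC20 capsaicin (allosteric enhancer portion). Calcium-bound dye fluorescence at 480/520 nm.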
# FLuc counter = inhibits or activates purified firefly luciferase, miR-21 counter-screen | hit rate 6.9% among 360,000 | P08659 | AID 588342 | Potency, µM (titrated, usually from 57.5 µM), without a hit: top-dose activity change, negative = inhibition, hits mostly inhibitors | purified FLuc, Km substrates, luminescence inhibition;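 further: potency means the concentration at half of the fitted maximal effect; plate controls were vehicle for no effect and reference inhibitor for full effect; nearly all actives have a fitted effect of over 55% in size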
# Target sequence (P08659 whole entry, looked up): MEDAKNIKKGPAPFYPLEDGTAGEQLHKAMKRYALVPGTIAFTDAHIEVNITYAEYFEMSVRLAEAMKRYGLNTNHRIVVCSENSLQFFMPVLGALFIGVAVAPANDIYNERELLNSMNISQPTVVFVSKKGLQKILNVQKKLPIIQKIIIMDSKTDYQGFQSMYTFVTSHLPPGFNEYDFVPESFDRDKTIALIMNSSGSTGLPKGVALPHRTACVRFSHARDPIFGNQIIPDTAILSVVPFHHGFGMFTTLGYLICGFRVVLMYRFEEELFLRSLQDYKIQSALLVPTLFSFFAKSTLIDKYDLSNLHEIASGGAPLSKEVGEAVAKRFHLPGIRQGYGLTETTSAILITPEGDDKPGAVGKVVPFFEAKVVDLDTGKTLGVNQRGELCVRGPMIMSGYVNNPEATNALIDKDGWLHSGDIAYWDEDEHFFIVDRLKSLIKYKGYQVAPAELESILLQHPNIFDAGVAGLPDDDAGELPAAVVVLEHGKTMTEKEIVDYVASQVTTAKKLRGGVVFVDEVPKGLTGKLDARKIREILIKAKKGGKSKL
#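 Biochemical qHTS of compounds, final roughly 60 µM downward over six points, against 10 nM purified firefly luciferase using Km concentrations of substrates (10 uM D-luciferin, 10 uM ATP) in Tris acetate pH 7.5 buffer; luminescence output.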
# BRCA1 expr act = BRCA1 expression activation; MCF7-BRCA1-FFLuc reporter, luminescence, 48 h; response scale: scaled: vehicle 0%, 10 µM genistein 100%; Potency, µM (doses to about 46.1 µM), for the others: at the highest dose activation, actives largely listed as activators; hit rate 1.1% among 380,000; AID 624202; further: potency means the concentration at half of the fitted maximal effect; nearly all actives have a fitted effect of over 80% in size; some results filed as inactive show a strong effect at the top dose
#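 Quantitative HTS in MCF7 cells stably reporting BRCA1 expression via firefly luciferase. Compound treatment lasts 48 h at 37 °C in phenol-red free MEM. Activation is expressed relative to genistein at 10 microM and DMSO.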
# Rab9 promoter act = Rab9 promoter activation. Huh7 Rab9 promoter-luciferase reporter, luminescence, 24 h. hit rate 2.8% among 320,000. AID 485297. Potency, µM (doses to about 9.22 µM), inactives show at the highest dose activation, negative = inhibition, hits mostly activators; further: potency means the concentration at half of the fitted maximal effect; % of control where 0% means no effect; nearly all actives have a fitted effect of over 60% in size
#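 Measured in stably transfected Huh7 cells bearing a Rab9 promoter–luciferase construct: 24 h compound treatment at 37 °C, followed by luminescence detection.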
# Gal4-VP16 FLuc = inhibits Gal4-VP16 luciferase reporter, ROR gamma counter-screen; AID 2546; hit rate 3.5% among 310,000; Drosophila S2 Gal4-VP16 UAS-luciferase, luminescence, 20 h; Potency, µM (series often up to 53.6 µM), for inactives: top-dose activity, negative = inhibition, actives largely listed as inhibitors;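 further: Gal4-VP16 expression switched on by copper sulfate through the metallothionein promoter; potency means the concentration at half of the fitted maximal effect; on the % scale 0 is the no-effect control and ±100 the full control effect; nearly all actives have a fitted effect of over 50% in size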
# * = called active by the depositor; ? = inconclusive; . = no result given; [ ] = another dose, or the depositor's remark. Unless noted, the call rests on the fitted dose curve; in most records, active means well fitted curve in the direction sought with a large enough effect; inconclusive means small, poorly fitted or top-dose-only effect, or another doubt; inactive means no such curve, though single readings can be large; an effect the other way counts as inactive or inconclusive.
no.	compound	ELG1 DNA repair	NPC1 promoter act	ELG1 genotoxic	Tb PFK block	p53 reactivator	RORg inh	TRPV1 agonist	FLuc counter	BRCA1 expr act	Rab9 promoter act	Gal4-VP16 FLuc
1	COC(=O)C1(Cc2cc(-c3cccnc3)no2)CCN(C(=O)OC(C)(C)C)CC1	?	1%	-5%	0%	.	31%	10	2%	0%	-2%	17%
2	CCOC(=O)c1c(S(=O)(=O)NCC(=O)Nc2ccc(F)cc2F)c(C)n(C)c1C	20%	-2%	1%[9.26 µM]	-2%	5%	-5%	3	2%	16%	4%	-9%
3	CCCC1CCC(=NNC(=S)NCCc2ccccc2)CC1 (stereo not given)	-12%	-3%	-6%	-3%	-5%	5µM*	6	-17%	7%	4%	11µM*
4	N#C/C(=C\c1cn[nH]c1-c1ccccc1Br)C(=O)O	6%	-7%	1%	1%	2%	-15%	-3	-10%	0%	1%	1%
5	CCc1cccc(NS(=O)(=O)c2ccc3c(c2)oc(=O)n3C)c1	-5%	-1%	-6%	-6%	-2%	36%	3	3%	-23%	-1%	-20%
6	CSc1nc(C)cc(SCCO)n1	5%	5%	2%	-2%	26%	-8%	-3	-1%	18%	2%	-4%
7	O=C(OCC(=O)N1CCOCC1)c1ccc(O)cc1	-4%	1%	7%	6%	5%	-1%	1	-3%	33%	0%	7%
8	CCc1noc(C)c1C(=O)NNC(=O)COc1cc(C)ccc1C	?	-4%	5%	-1%	-13%	.	-7	9%	3%	-4%	.
9	CCOC(=O)CC1C(=O)NCCN1S(=O)(=O)c1ccc(Cl)c(Cl)c1 (stereo not given)	-27%	-3%	-1%	2%	-2%	5%	0	2%	-17%	-3%	-5%
10	Cc1onc(-c2ccccc2)c1C(=O)Nc1ccc(Cl)cn1	0%	-5%	2%	0%	-1%	30%	1	0%	-40%	0%	1%
11	CCCNC(=O)c1ccc(N2CCC3(CC2)CC(c2cccc(Br)c2)=NO3)c(NC(=O)c2ccco2)c1	?	-3%	-4%	-3%	-5%	.	0	3%	0%	-3%	.
12	CCC(C)(C)n1nnnc1C(c1ccccn1)N1CCCCC1 (stereo not given)	13%	-3%	-1%	0%	-5%	-31%	3	1%	-17%	-4%	-2%
13	CCOC(=O)N1CCN(C(=O)c2cccc(OC)c2OC)CC1	7%	0%	-2%	-13%	6%	-9%[0.365 µM]	0	1%	-3%	0%	.
14	Cc1ccc(-n2c(SCC(=O)O)nc3sc4c(c3c2=O)CCCC4)cc1	9%	0%	2%	-1%	4%	35%	-1	?	2%	2%	-14%
15	CNc1ccc(Oc2c(F)c(F)nc(F)c2F)cc1	-7%	-2%	-4%	2%	5%	-3%	6	5%	5%	-4%	2%
16	COC(=O)c1c(-c2ccc(C)cc2)csc1N	3%	4%	1%	10%	-8%	-5%	2	1%	17%	-6%	-4%
17	CC(=O)N1CCN(S(=O)(=O)c2ccc(C)c([N+](=O)[O-])c2)C1C(C)C (stereo not given)	7%	-3%	-2%	4%	-2%	-14%	2	-2%	-2%	-1%	-2%
18	CC1CCN(S(=O)(=O)c2ccc(C(=O)N3CCCCC3C(=O)O)cc2)CC1 (stereo not given)	18%	0%	-2%	2%	8%	.	1	0%	-11%	-3%	.
19	CCOc1ccc(-c2nnc3ccc(SC)nn23)cc1	5%	-3%	3%	-1%	-5%	-1%	.	5%	-56%	1%	-1%
20	Cc1ccc(S(=O)(=O)NCCc2ccncc2)cc1C	?	-1%	-4%	5%	-2%	29%	14	4%	-12%	2%	-16%
21	Cc1ccc(CNC(=O)c2ccccc2NC(=O)CN2CCN(C)CC2)cc1	7%	1%	-1%	0%	4%	2%	1	-1%	0%	8%	-8%
22	Cc1cccc(C(=O)OCC(=O)NC(=O)NCc2ccccc2)c1	5%	-1%	1%	-9%	-2%	.	4	5%	-1%	-6%	.
23	C=CCNC(=O)C(=O)Nc1ccc2c(c1)N(S(=O)(=O)c1cccs1)CCC2	?	-10%	-6%	-1%	-5%	.	15	3%	-61%	-13%	.
24	CC(C)(C)C(=O)Nc1nnc(SCC(=O)NC2CCCC2)s1	13%	-1%	-2%	-20%	6%	14%	2	0%	-13%	5%	9%
25	COc1ccc2c(c1)CCc1sc(NC(=O)c3ccc(C)cc3)nc1-2	?	0%	-6%	-1%	-1%	0.14µM*	-7	8.5µM*	1%	3%	1µM*

# Rewritten with two lines to a compound: seven of the compounds above.
# Fields – ELG1 DNA repair | NPC1 promoter act | ELG1 genotoxic | Tb PFK block | p53 reactivator | RORg inh | TRPV1 agonist | FLuc counter | BRCA1 expr act | Rab9 promoter act | Gal4-VP16 FLuc
(7) O=C(OCC(=O)N1CCOCC1)c1ccc(O)cc1
  -4% | 1% | 7% | 6% | 5% | -1% | 1 | -3% | 33% | 0% | 7%
(8) CCc1noc(C)c1C(=O)NNC(=O)COc1cc(C)ccc1C
  ? | -4% | 5% | -1% | -13% | . | -7 | 9% | 3% | -4% | .
(9) CCOC(=O)CC1C(=O)NCCN1S(=O)(=O)c1ccc(Cl)c(Cl)c1 (stereo not given)
  -27% | -3% | -1% | 2% | -2% | 5% | 0 | 2% | -17% | -3% | -5%
(10) Cc1onc(-c2ccccc2)c1C(=O)Nc1ccc(Cl)cn1
  0% | -5% | 2% | 0% | -1% | 30% | 1 | 0% | -40% | 0% | 1%
(11) CCCNC(=O)c1ccc(N2CCC3(CC2)CC(c2cccc(Br)c2)=NO3)c(NC(=O)c2ccco2)c1
  ? | -3% | -4% | -3% | -5% | . | 0 | 3% | 0% | -3% | .
(12) CCC(C)(C)n1nnnc1C(c1ccccn1)N1CCCCC1 (stereo not given)
  13% | -3% | -1% | 0% | -5% | -31% | 3 | 1% | -17% | -4% | -2%
(13) CCOC(=O)N1CCN(C(=O)c2cccc(OC)c2OC)CC1
  7% | 0% | -2% | -13% | 6% | -9%[0.365 µM] | 0 | 1% | -3% | 0% | .

# Further results follow.
no.	compound	ELG1 DNA repair	NPC1 promoter act	ELG1 genotoxic	Tb PFK block	p53 reactivator	RORg inh	TRPV1 agonist	FLuc counter	BRCA1 expr act	Rab9 promoter act	Gal4-VP16 FLuc
26	O=c1c([N+](=O)[O-])c[nH]c2ccccc12	22%	-6%	-1%	-7%	12%	24%	2	-9%	2%	1%	-20%
27	COC(=O)CSc1nnc(CNS(=O)(=O)c2ccc(Br)cc2)n1C	3%	1%	0%	11%	13%	18%	-1	0%	-15%	-1%	6%
28	CCOc1ccc(C(=O)NC(C(=O)NCc2ccccc2OC)C(C)C)cc1 (stereo not given)	-1%	-3%	-5%	0%	2%	-17%	-4	-2%	-12%	-7%	9%
29	O=C(COC(=O)c1cccnc1SC(F)F)NC1CC1	?	0%	5%	0%	0%	.	7	.	-20%	6%	.
30	COc1ccccc1NC(=O)CSc1nnc(Cn2c(=O)sc3ccccc32)n1C	-4%	-2%	0%	-2%	1%	24%	1	-2%	2%	0%	-14%
31	CCOC(=O)CSC1=Nc2ccccc2C2=NC(CC(=O)NCc3ccccc3)C(=O)N12 (stereo not given)	-3%	-7%	2%	4%	1%	-7%	-1	6%	-22%	-3%	-6%
32	Cc1ccc(-c2cccc([C@H]3[C@@H]4C=CC[C@@H](C)[C@@H]4C(=O)N3Cc3ccccc3)c2)cc1	-3%	.	1%	4%	1%	-15%	.	.	-16%	.	-5%
33	O=C(CSc1n[nH]c(-c2ccncc2)n1)Nc1ccccc1Cl	0%	-3%	-1%	1%	4%	.	-2	1%	4%	-2%	.
34	O=S(=O)(c1cccs1)N1CN(C2CCCC2)c2nc3ccccc3nc21	?	-2%	11%	-1%	3%	25%	2	1%	-11%	-4%	6%
35	COc1cc(/C=C2\SC(=Nc3ccccc3)N(Cc3ccco3)C2=O)ccc1OC(C)C(=O)O (stereo not given)	-9%	1%	4%	1%	-11%	7%	-1	-2%	-13%	3%	-20%
36	Cc1cc(C(=O)OC(C(=O)Nc2ccc(C)c(Cl)c2)c2ccccc2)c(C)o1 (stereo not given)	-25%	-4%	-3%	-1%	7%	-3%	24	4%	-9%	-4%	-21%
37	CCNC1CCS(=O)(=O)C1 (stereo not given)	3%	1%	0%	0%	2%	-10%	1	-1%	12%	-2%	-12%
38	CN1C(=S)SC2CS(=O)(=O)CC21C (stereo not given)	0%	3%	1%	3%	-3%	-1%	3	-1%	8%	-1%	-6%
39	Cc1nc(NCC2CCCO2)c2nnn(Cc3ccccc3)c2n1 (stereo not given)	-21%	9%	1%	2%	0%	?	-2	1%	-4%	2%	-16%

# This is a random part of the collection. Share with any hit: about 15%.
